# beta cell repl: inducers of MIN6 beta-cell proliferation, primary screen, ATP luminescence, uHTS; MIN6 cells proliferation, ATPlite luminescence, 48 h; cells starved in 0.2% serum; 100% = growth in 10% serum; proliferation, % at 10 µM; AID 2380, 2010; 330,000 compounds, 0.29% hits;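 active means compounds whose signal lies at least 3.5 SD above the mean of all wells on their plate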;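 further: 0% = DMSO-treated cells in low-serum medium and 100% = 10% serum control; some compounds called inactive have numbers as strong as hits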
# hIAP activ: human IAP activators, primary screen, biochemical, luminescence, uHTS. AID 2524, 2010. activation factor at 10 µM. 330,000 compounds, 0.16% hits. purified human IAP, CDP-Star luminescence, 30 min; hits give high values; 1 = vehicle-only enzyme, 0 = enzyme-free background. Intestinal-type alkaline phosphatase (Homo sapiens), P09923;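 active means activation factor of the enzyme at least 2-fold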; further: the source names both 10 and 20 µM as test concentration; values of inactives mirror those of a sister screen read the other way
# Target sequence (P09923 whole entry, looked up): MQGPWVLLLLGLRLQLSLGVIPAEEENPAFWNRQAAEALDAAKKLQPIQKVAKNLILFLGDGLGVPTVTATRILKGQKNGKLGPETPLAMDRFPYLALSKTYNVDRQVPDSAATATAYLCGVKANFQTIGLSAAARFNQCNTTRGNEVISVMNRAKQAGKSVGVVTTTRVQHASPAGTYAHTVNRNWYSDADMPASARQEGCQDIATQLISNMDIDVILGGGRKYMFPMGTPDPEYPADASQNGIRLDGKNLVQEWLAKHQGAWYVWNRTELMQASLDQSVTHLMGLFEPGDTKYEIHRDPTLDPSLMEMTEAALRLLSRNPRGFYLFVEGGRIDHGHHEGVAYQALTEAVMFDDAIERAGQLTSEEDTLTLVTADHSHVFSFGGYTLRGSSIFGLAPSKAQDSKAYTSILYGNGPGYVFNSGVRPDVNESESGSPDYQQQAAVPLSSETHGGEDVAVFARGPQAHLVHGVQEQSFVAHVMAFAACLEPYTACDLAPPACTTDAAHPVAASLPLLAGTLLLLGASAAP
# NR3A LBD binder: binders of NR3A ligand-binding domain, primary screen, biophysical, differential scanning fluorimetry, uHTS; Glutamate receptor ionotropic, NMDA 3A (GRIN3A) ligand-binding domain; NR3A LBD differential scanning fluorimetry, Tm shift; 0% = protein alone, 100% = glycine-bound protein; Tm shift relative to glycine control, % at 25 µM; 340,000 compounds, 2.5% hits; AID 1259313, 2017;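 active means melting temperature shift of at least 10% of the positive control shift, at one fixed dose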
# APOBEC3A inh: APOBEC3A ssDNA deaminase inhibitors, primary screen, selectivity assay for APOBEC3G inhibitor project, biochemical, FAM/TAMRA oligo cleavage fluorescence; DNA dC->dU-editing enzyme APOBEC-3A (Homo sapiens), P31941; recombinant A3A, FAM/TAMRA ssDNA deamination fluorescence; inhibition, % at 20 µM; 330,000 compounds, 0.41% hits; AID 493011, 2011;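 active means at least 40% inhibition at 20 µM here, with at most 30% in a related deaminase screen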;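 further: plate controls were A3A with DMSO for no effect and wells lacking A3A enzyme for full effect; some results filed as inactive read as strong as hits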
# Target sequence (P31941 whole entry, looked up): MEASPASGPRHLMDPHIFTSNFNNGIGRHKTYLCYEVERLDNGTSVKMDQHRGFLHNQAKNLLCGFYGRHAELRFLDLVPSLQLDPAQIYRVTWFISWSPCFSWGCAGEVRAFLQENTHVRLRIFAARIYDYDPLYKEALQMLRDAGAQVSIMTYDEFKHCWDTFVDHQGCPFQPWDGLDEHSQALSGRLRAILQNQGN
# hIAP inh: human IAP inhibitors, primary screen, biochemical, luminescence, uHTS | Intestinal-type alkaline phosphatase (Homo sapiens), P09923 | purified IAP, CDP-Star luminescence, 30 min | inhibition, % at 10 µM | 330,000 compounds, 0.12% hits | AID 2544, 2010;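 active means inhibition reaching a set limit with compound at 10 µM in the primary screen, cut at about 35% in these data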;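 further: plate controls were DMSO wells with enzyme for no effect and no-enzyme buffer wells for full effect; values of inactives mirror those of a sister screen read the other way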
# mIAP activ: activators of mouse IAP, primary screen, biochemical, luminescence, uHTS; activation factor at 10 µM; 330,000 compounds, 0.24% hits; intestinal alkaline phosphatase [Mus musculus]; muIAP, CDP-Star luminescence, 30 min; hits give high values; 1 = vehicle-only enzyme signal, 0 = enzyme-free wells;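 active means activation factor of at least 2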; further: the source names both 10 and 20 µM as test concentration; values of inactives mirror those of a sister screen read the other way
#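 Assay system: mouse IAP enzyme / Compound: DMSO-dissolved test compounds / Timing: 30 min, room temperature / Measured by: luminescence from enzymatic CDP-Star hydrolysis / Control set: DMSO-only wells, enzyme-free buffer wells as negative control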
# mIAP block: inhibitors of mouse IAP, primary screen, biochemical, luminescence, uHTS; AID 2806, 2010; 330,000 compounds, 0.2% hits; purified mouse IAP, CDP-Star luminescence, 30 min; intestinal alkaline phosphatase [Mus musculus]; inhibition, % at 10 µM;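 active means inhibition of at least 40% at 10 µM in the primary screen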;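 further: plate controls were DMSO with enzyme for no effect and no enzyme wells for full effect; values of inactives mirror those of a sister screen read the other way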
# MPTP inh: mitochondrial permeability transition pore inhibitors, primary screen, biochemical, isolated mouse mitochondria, absorbance; Ca2+ swelling absorbance, 30 min; inhibition, % at 10 µM; 360,000 compounds, 1.4% hits; AID 602449, 2012;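 active means inhibition of 50% or more, scaled per plate between neutral and stimulator controls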;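 further: 0% = DMSO wells given calcium and 100% = 1 mM EGTA wells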
# A3G deaminase: APOBEC3G DNA deaminase inhibitors, primary screen, biochemical, fluorescence, single-stranded DNA substrate, uHTS | recombinant A3G, ssDNA deamination FAM/TAMRA fluorescence | inhibition, % at 20 µM | AID 493012, 2011 | 330,000 compounds, 0.28% hits | DNA dC->dU-editing enzyme APOBEC-3G (Homo sapiens), Q9HC16;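 active means inhibition of at least 40% at 20 µM, with no more than 30% in the related APOBEC3A deaminase screen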;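 further: plate controls were DMSO wells with A3G for no effect and wells lacking A3G enzyme for full effect; some compounds called inactive have numbers as strong as hits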
# Target sequence (Q9HC16 whole entry, looked up): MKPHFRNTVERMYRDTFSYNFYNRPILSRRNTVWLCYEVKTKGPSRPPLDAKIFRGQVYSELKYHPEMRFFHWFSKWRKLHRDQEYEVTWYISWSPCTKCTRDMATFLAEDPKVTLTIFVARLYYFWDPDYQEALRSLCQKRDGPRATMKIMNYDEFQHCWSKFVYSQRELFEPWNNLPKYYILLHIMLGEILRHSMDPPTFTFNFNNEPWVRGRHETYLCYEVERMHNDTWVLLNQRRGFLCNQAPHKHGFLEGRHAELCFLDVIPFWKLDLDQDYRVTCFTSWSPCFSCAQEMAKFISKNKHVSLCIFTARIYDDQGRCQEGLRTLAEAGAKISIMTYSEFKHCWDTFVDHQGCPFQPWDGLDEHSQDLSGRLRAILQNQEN
# Active calls of the source: *; / = no result given.
SMILES,beta cell repl,hIAP activ,NR3A LBD binder,APOBEC3A inh,hIAP inh,mIAP activ,mIAP block,MPTP inh,A3G deaminase
C=CCn1c(SCC(=O)Nc2cc(C)c(Cl)cc2OC)nnc1-c1ccco1,-3,0.96,-2,-1,4,0.94,6,2.1,-5
O=S(=O)(NCCc1ccccc1)c1ccc(F)cc1,0,0.92,-3,-1,8,1,-2,0.5,-9
CCc1ccc(CCC(=O)Nc2sc(C)c(C)c2C(=O)OC)o1,-4,0.91,-2,-9,9,0.92,8,1.3,-9
CCN(CC)S(=O)(=O)c1ccc(Cl)c(NC(=O)c2cc(Cl)cc(Cl)c2)c1,-5,1.1,-1,1,-9,1,-4,-4.4,-2
CCC(CC)C(=O)c1c[nH]c(C(=O)NCCCN2CCOCC2)c1,1,0.94,2,-1,6,0.98,2,-0.1,-10
COc1ccccc1NC(=O)c1nn(-c2ccc(F)c(F)c2)ccc1=O,-1,1.2,2,-13,-22,1,-3,-0.1,-6
Cc1cc(F)c(F)c(C(=O)N2CCCCC2C)c1Cl (stereo not given),-1,0.97,-2,1,3,1,0,-2.1,-18
CCn1cc(Cl)c(C(=O)NNC(=O)CCn2nc(C)c([N+](=O)[O-])c2C)n1,0,0.98,-1,4,2,0.99,1,0.0,-1
Cc1nc(-c2ccc(F)cc2)c(CC(=O)N2CCN(S(=O)(=O)c3cccc([N+](=O)[O-])c3)CC2)s1,-4,1.1,-3,-4,-9,0.93,7,-0.1,0
CC1CCCCC1NS(=O)(=O)c1ccc(S(=O)(=O)N2CCN(CCC#N)CC2)cc1 (stereo not given),3,0.85,-2,-1,15,0.91,10,-1.3,-6
N#CCCN(CCC#N)C(=O)COc1ccc(Cl)cc1Cl,-1,0.98,-1,-3,2,1.1,-6,1.7,-8
C=CCNC(=S)NNC(=O)C(CCCC)CC(C)O (stereo not given),0,0.82,0,-3,18,1,0,1.7,-7
COc1ccc(C(=O)CSc2nnc(CNC(=O)c3ccc(OC)c(OC)c3)n2C)cc1,-3,1.1,1,4,-15,1,-3,1.4,-5
O=C(NCCCN1CCCC1=O)NC12CC3CC(CC(C3)C1)C2,2,0.91,-4,1,9,0.96,4,-2.3,-5
Cc1cccc(-n2nnc(C(=O)Nc3ccc(F)cc3)c2N)c1,2,1,2,-1,-4,0.96,4,1.5,-4
COCCn1c(N)c(N(Cc2ccccc2)C(=O)CSCC(=O)Nc2ccc(OC)cc2)c(=O)[nH]c1=O,1,1.1,0,2,-13,0.97,3,-0.8,-7
Cc1onc(-c2ccccc2)c1C(=O)NNC(=S)NC(=O)c1ccc2c(c1)OCO2,-2,1.6,-4,-10,-57,1,0,4.5,1
CCN1CNC(=S)N(c2cccc(C)c2)C1,1,0.99,-2,-3,1,0.96,4,1.3,-12
CCN(C(=O)CC(C)C)c1nnc(Cn2nnc3ccccc32)s1,-1,1.2,-2,-2,-15,1.1,-8,0.7,-11
O=C(COC(=O)C1CCN(c2ccc(C(F)(F)F)cn2)CC1)Nc1ccc(F)cc1[N+](=O)[O-],1,1.2,-7,-4,-18,1,-1,-0.3,-7
CCOc1ccc(S(=O)(=O)N(C)CC(=O)NC2CC2)cc1,-1,1,-1,-3,-2,1,-4,0.0,-5
O=C1OC(/C(=C\Nc2ccc(F)cc2F)[N+](=O)[O-])c2ccccc21 (stereo not given),-1,1,-1,-2,-5,0.97,3,0.0,-1
CCOc1ccccc1C(=O)NN1C(=O)C2CCCCC2C1=O (stereo not given),0,0.9,23*,-2,10,0.95,5,1.4,-7
O=C(Nc1cccnc1Cl)c1cc(-c2ccco2)on1,-1,1.1,-1,-2,-9,0.94,6,0.1,-2
COC(=O)CSc1nnc(-c2ccc(OC)c(OC)c2)o1,-1,1.1,0,1,-7,1.1,-9,-0.3,4
C/C(N)=C(\C#N)C(=O)NCCc1ccccn1,0,1,0,1,0,1,-3,-0.1,-4
COc1ccccc1CNC(=O)C1CCN(S(=O)(=O)c2ccc3c(c2)OCCO3)CC1,-1,1.1,6,-6,-10,1.1,-10,-0.1,-2
COc1cc(OC)cc(C(=O)N2CCC(C(=O)Nc3ccc4c(c3)OCCO4)CC2)c1,1,1.1,-11,0,-6,1.1,-8,0.8,-4
CCCN(C(=O)CSc1nc2c(cnn2-c2ccccc2)c(=O)[nH]1)C1CCS(=O)(=O)C1 (stereo not given),-1,1.1,1,-1,-8,1,-2,5.2,-6
O=C(CCCN=C1NS(=O)(=O)c2ccccc21)OCC(=O)c1ccc(F)cc1,3,1,0,9,-2,1,-1,-0.4,-7
COc1ccc(/C=C/c2n[nH]c(=O)c(C#N)c2C)cc1,0,1.1,-1,-2,-15,0.98,2,-2.0,11
Oc1ccc(/C=N/n2c(-c3ccccc3)n[nH]c2=S)cc1,1,1.1,5,-3,-8,1.1,-6,1.6,30
CC(=O)Nc1cc(NC(C)=O)cc(C(=O)OCC(=O)N2CC(C)OC(C)C2)c1 (stereo not given),4,1,0,1,-1,1,-1,1.7,-3
CCOC(=O)CNC(=O)CSc1ncnc2c1cnn2-c1ccccc1,-4,0.97,2,0,3,1.1,-5,-3.2,1
O=C(c1cccc(Br)c1)N1CCN(c2ccccn2)CC1,5,1.1,0,0,-8,1,-5,-1.2,-2
COc1ccccc1N1CCN(C(=O)c2cc(-c3ccc(Cl)c(Cl)c3)on2)CC1,-3,1,0,3,-2,1.1,-6,1.3,-4
CN(c1ccccc1)S(=O)(=O)c1cccc(C(=O)OCC(=O)NCc2ccccc2)c1,-1,1,-1,-2,-4,0.95,5,-0.5,-2
CC1CCN(c2ccc(-c3cccs3)nn2)CC1,-5,1,0,-4,-1,0.95,5,-0.5,-8
COCCC(=O)N1CCC(Oc2ccc(C(=O)NCCn3cccn3)cc2)CC1,5,1,2,-1,-3,0.97,3,-0.3,-5
O=C(CCn1c(=S)[nH]c2ccccc2c1=O)NCCCN1CCOCC1,-1,1,2,0,-4,1,-2,1.4,-1
CC[C@]1(C(=O)OC)[C@H]2C(=O)N(Cc3ccccc3)C(=O)[C@H]2[C@H]2CN=C(SCc3ccc(Cl)cc3)N21,/,/,-1,1,/,0.96,4,0.4,3
CCOC(=O)c1ccc(S(=O)(=O)NNC(=O)Cc2csc(C)n2)cc1,1,1.2,2,1,-19,1,-1,-0.2,-8
O=C(NNC(=S)NCc1ccccc1)c1cccnc1,0,1.3,2,-3,-29,0.98,2,0.6,5
COc1ccc(OCCCC(=O)NCCc2ccc(OC)c(OC)c2)cc1,0,0.99,-1,-1,1,1,-2,0.5,-2
CCOc1c2ccc(C(=O)NCc3ccccc3OC)cc2nn1CC,1,1,0,-5,-2,0.81,19,0.6,-10
O=C(CSc1ncnc2sccc12)NCc1ccc2c(c1)OCO2,4,0.96,0,1,4,0.95,5,1.3,-5
C/C=C/c1ccc(OCC(=O)N2CCc3cc(OC)c(OC)cc3C2)c(OC)c1,-3,0.89,0,-6,11,1,-3,-0.4,-11
CC(=O)Nc1ccc(S(=O)(=O)N2CCN(c3cc(C(F)(F)F)ccn3)CC2)cc1,-3,1,-2,-1,-2,0.99,1,3.9,-13

# By substructure, the compounds so far containing a CF3 group (2)
SMILES,beta cell repl,hIAP activ,NR3A LBD binder,APOBEC3A inh,hIAP inh,mIAP activ,mIAP block,MPTP inh,A3G deaminase
O=C(COC(=O)C1CCN(c2ccc(C(F)(F)F)cn2)CC1)Nc1ccc(F)cc1[N+](=O)[O-],1,1.2,-7,-4,-18,1,-1,-0.3,-7
CC(=O)Nc1ccc(S(=O)(=O)N2CCN(c3cc(C(F)(F)F)ccn3)CC2)cc1,-3,1,-2,-1,-2,0.99,1,3.9,-13

# Carrying on.
SMILES,beta cell repl,hIAP activ,NR3A LBD binder,APOBEC3A inh,hIAP inh,mIAP activ,mIAP block,MPTP inh,A3G deaminase
O=C(O)c1cccc(N2C(=O)C3CC=CCC3C2=O)c1 (stereo not given),-1,1,1,-1,-1,1,-5,-0.5,5
CC1(C)CC(=O)c2c(oc3ccc(NS(=O)(=O)c4ccc(C(=O)O)cc4)cc23)C1,-3,1.1,-1,-6,-7,0.93,7,-0.9,-9
COc1ccc(CNC(=O)C(OC(=O)c2ccco2)c2ccccc2)cc1 (stereo not given),-2,1.1,0,1,-6,1.2,-15,1.0,-4
Cc1ccc(Cl)cc1N1CCN(C(=O)C(=O)N2CCCCC2)CC1,0,1,-3,1,0,1,-1,-1.9,-2
CCCS(=O)(=O)N1CCC(C(=O)NCCN2CCCC2)CC1,4,0.75,1,1,25,0.99,1,-0.1,3
N=C1SC(CC(=O)Nc2ccccc2[N+](=O)[O-])C(=O)N1c1ccccc1 (stereo not given),-1,1,-1,-1,-4,1.1,-9,-0.1,-5
Oc1ccccc1-c1nc(N2CCCC2)c2ccccc2n1,7.0*,0.97,-3,-5,3,1,0,-0.4,-5
CCCN(CC(=O)Nc1ccccc1C)C(=O)Cc1coc2cc(C)ccc12,-3,1.3,6,4,-28,1,-4,1.2,-2
Cc1cc(C(=O)CSc2nnc(-c3cccnc3)n2-c2ccccc2F)c(C)n1C,-1,0.94,-5,1,6,1,-1,1.0,-5
CCC(CC)c1nnc(NC(=O)CC(C)c2ccccc2)s1 (stereo not given),-2,1,0,2,-1,0.98,2,-0.3,0
CCCCCCSc1ccc([C@@H]2[C@H]3C(=O)N(CC)C(=O)[C@H]3[C@]3(C(=O)OC)CCCN23)cc1,-8,0.99,-2,-2,1,0.96,4,0.3,-2
CCOc1ccc(CNC(=S)N/N=C\c2ccc([N+](=O)[O-])cc2)cc1,-4,0.97,24*,-2,3,0.95,5,3.0,-9
Cc1cc(C)cc(NC(=S)NCc2ccc3c(c2)OCO3)c1,-6,1.1,-9,-2,-9,1.9,-92,2.6,-5
O=C(NC1CCCC1)C(c1ccncc1)N(C(=O)c1ccco1)c1ccc(F)c(Cl)c1 (stereo not given),0,1.2,-2,-1,-21,1,-4,-1.4,-5
Cc1ccccc1NC(=O)Cc1nc(COC(=O)c2nc(Cl)ccc2Cl)cs1,3,0.93,-3,-2,7,0.99,1,-0.9,-7
CCCCCc1nc2c(=O)[nH]c3ccccc3c2o1,4,0.91,1,1,9,1,-1,0.4,-2
CN(CC(=O)Nc1ccc(OC(F)(F)F)cc1)C(=O)Cn1c(=O)cnc2ccccc21,2,0.97,1,4,3,1.1,-6,1.0,-4
Cc1ccc(C(=O)NC(=C(Cl)Cl)S(=O)(=O)c2ccccc2)cc1,-6,0.98,-1,-2,2,0.86,14,-0.1,-7
COC(=O)CC1C(=O)NCCN1C(=O)CSc1nc2cc(Cl)ccc2o1 (stereo not given),-3,0.93,7,1,7,1.1,-7,-2.3,-4
CCN(CC)S(=O)(=O)c1ccc2nc(NC(=O)c3cccs3)sc2c1,-4,1.1,-3,-8,-7,1,-2,-0.1,-10
CC1=[N+](CC(=O)c2ccccc2)CCn2cccc21,-4,0.86,1,-2,14,1.1,-5,-0.2,0

# Assay outcomes (PubChem BioAssay)
